DYRK1A inh: Dyrk1A (rat) kinase inhibition; Q63470; ADP-Glo luminescence, NFATc1 peptide; inhibition, % at 12.5 µM; actives 0.43% (n = 310,000); AID 504441; in the data active = inhibition above about 50%;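 also: plate controls were vehicle with enzyme for no effect and no enzyme for full effect; many of its hits are not listed in these tables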
TRPC4 act: TRPC4 (mouse) channel activation | Q9QUQ5 | HEK293 TRPC4beta/mu-opioid, Fluo4 calcium fluorescence; hits give high values | B-score at 10 µM | actives 0.49% (n = 310,000);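 active = B-score above 5 SD of library B-scores, and initial fluorescence ratio not above library mean plus 5 SD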;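 also: positive B-score marks a calcium rise read as TRPC4 activation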
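Technique: kinetic Fluo4 calcium fluorescence; Test system: TRPC4beta and mu-opioid receptor HEK293 stable cells; Measure: B-scored integrated calcium fluorescence ratio; Benchmarks: low control buffer alone, high control maximal DAMGO; Schedule: 45 min room-temperature Fluo4 loading, 110 s read.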
hERG rescue: hERG (human) protection from proarrhythmic block; CHO-hERG, FluxOR thallium flux, dofetilide IC70 present; activation (rescue from dofetilide block), less the hit threshold, % at 10 µM; actives 0.51% (n = 310,000); AID 1511;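 active = activation above the mean of controls blocked by dofetilide plus 5 SD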;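 also: thallium influx through hERG after potassium depolarization seen as dye fluorescence rise; in these data hits start at about 4.7%; inactives centre near -7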
Target sequence (Q12809 whole entry, looked up): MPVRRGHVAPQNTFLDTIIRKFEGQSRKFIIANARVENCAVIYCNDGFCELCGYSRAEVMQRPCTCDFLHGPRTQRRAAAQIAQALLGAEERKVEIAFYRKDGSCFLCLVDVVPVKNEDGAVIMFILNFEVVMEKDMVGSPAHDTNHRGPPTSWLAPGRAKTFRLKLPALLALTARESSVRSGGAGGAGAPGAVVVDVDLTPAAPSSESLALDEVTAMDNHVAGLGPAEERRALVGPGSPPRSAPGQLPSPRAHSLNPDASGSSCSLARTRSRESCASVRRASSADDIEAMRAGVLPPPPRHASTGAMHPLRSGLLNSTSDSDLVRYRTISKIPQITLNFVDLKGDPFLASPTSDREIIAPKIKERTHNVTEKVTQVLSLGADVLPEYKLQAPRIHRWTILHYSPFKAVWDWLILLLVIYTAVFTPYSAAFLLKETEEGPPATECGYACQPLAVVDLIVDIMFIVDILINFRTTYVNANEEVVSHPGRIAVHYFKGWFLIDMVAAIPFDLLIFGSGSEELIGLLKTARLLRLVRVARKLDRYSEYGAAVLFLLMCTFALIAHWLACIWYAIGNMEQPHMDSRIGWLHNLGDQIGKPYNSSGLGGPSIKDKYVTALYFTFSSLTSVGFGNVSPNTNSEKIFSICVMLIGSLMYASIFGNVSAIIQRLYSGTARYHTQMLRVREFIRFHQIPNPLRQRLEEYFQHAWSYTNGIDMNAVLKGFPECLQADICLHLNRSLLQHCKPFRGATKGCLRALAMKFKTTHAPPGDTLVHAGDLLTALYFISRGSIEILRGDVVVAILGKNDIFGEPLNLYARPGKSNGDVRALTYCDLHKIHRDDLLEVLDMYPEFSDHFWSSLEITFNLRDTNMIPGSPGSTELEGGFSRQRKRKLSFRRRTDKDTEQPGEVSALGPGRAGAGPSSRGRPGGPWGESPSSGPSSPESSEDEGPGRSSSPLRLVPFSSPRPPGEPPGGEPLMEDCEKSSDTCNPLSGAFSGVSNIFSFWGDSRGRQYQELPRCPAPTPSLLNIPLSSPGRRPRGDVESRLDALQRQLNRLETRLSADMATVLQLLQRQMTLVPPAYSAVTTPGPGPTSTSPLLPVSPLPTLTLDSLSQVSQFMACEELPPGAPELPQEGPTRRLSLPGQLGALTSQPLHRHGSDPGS
KCNQ1 act: potentiates or activates the human KCNQ1 potassium channel. P51787. CHO-K1 KCNQ1, thallium flux FluxOR fluorescence; hits give high values. B-score at 10 µM. actives 0.35% (n = 310,000);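 active = fluorescence ratio B-score, a plate-corrected score, at least three library SD, with initial intensity B-score within 5 SD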
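System: Stable KCNQ1 CHO-K1 line | Incubation: 90 min dye loading and 20 min compound exposure, both at room temperature | Measure: Ratio B score | Medium: Assay buffer for compound exposure, DMSO matched across wells | Compound dosing: Single-concentration screen | Probe or stimulus: K+/Tl+ depolarizing stimulus | Measured by: Kinetic FluxOR fluorescence, 10 s baseline plus 110 s post-stimulus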
TRPC4 PAM: allosterically enhances the mouse TRPC4 cation channel; Q9QUQ5; HEK293 TRPC4beta/mu-opioid, DAMGO EC20, Fluo-4 Ca2+ flux; hits give high values; B-score at 10 µM; actives 0.42% (n = 310,000); AID 2227;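 active = B-score of calcium response area above 5 SD of library B-scores, with initial fluorescence ratio within 5 SD of library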;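 also: B-score of integrated fluorescence ratio over time as area under calcium response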
Platelet DG rel: modulates dense granule release in human platelets. human platelet-rich plasma, SFLLRN dense granule ATP release, luminescence. inhibition, %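 (compounds screened at 7.5 µM in platelet-rich plasma)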. actives 0.22% (n = 300,000);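 active = mean replicate score, as percent of positive control, at or above 50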
KCNK3 block: human KCNK3 channel inhibition, primary screen. B-score at 10 µM. O14649. CHO-KCNK3 thallium flux, FluxOR fluorescence; hits give low values. actives 0.84% (n = 340,000). AID 602410;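 active = B-score under library mean minus 4 SD, starting fluorescence ratio at most library mean plus 5 SD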;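 also: more negative B-score means stronger inhibition of thallium flux through KCNK3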
PolyA inhibitor: inhibitors of polyadenylation in S. cerevisiae; S. cerevisiae SKY197-pL101 polyadenylation reporter, beta-gal luminescence; efflux-impaired pdr1/pdr3 knockout yeast; score 100 = 6 SD above DMSO; calls only at 12 µM; actives 0.02% (n = 300,000); AID 1875;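 active = lowest replicate activity score at least 50, where 100 means six control SD above control mean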;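 also: yeast exposed to compound for 9 h at 30 °C; higher score means more reporter readthrough which indicates perturbed polyadenylation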
KCNK9 inh: human KCNK9 channel inhibition; HEK293 KCNK9, FluxOR thallium flux fluorescence; hits give low values; B-score at 10 µM; actives 1.2% (n = 310,000); Q9NPC2;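 active = ratio B-score over 3 SD below the library mean, with starting fluorescence within 5 SD of its mean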;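 also: negative B-score means less thallium flux so channel inhibition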
KCNQ1 inh: blocks the human KCNQ1 potassium channel | B-score at 10 µM | CHO-K1 KCNQ1, FluxOR thallium flux fluorescence; hits give high values | actives 1.3% (n = 310,000) | P51787;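 active = compounds whose thallium flux B-score, printed positive for inhibition, exceeds three library SD while starting fluorescence stays within three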;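 also: channel opened by potassium depolarization with thallium stimulus after 20 min compound exposure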
TRPC4 inh: inhibitors of mouse TRPC4 channel | Q9QUQ5 | HEK293 TRPC4beta/mu-opioid, DAMGO-evoked Fluo4 calcium flux; hits give low values | B-score at 10 µM | actives 0.39% (n = 300,000) | AID 2247;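 active = B-score over 3 SD under the library average, no early fluorescence shift, positive overall ratio signal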
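Assay system: TRPC4beta/mu-opioid receptor HEK293 cell line; compound dosing: single concentration per test compound; detection: Fluo4 Ca2+ flux fluorescence; evaluation: per-well B score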
* hit, by the source's call; i = inactive; . = no result given.

SMILES | DYRK1A inh | TRPC4 act | hERG rescue | KCNQ1 act | TRPC4 PAM | Platelet DG rel | KCNK3 block | PolyA inhibitor | KCNK9 inh | KCNQ1 inh | TRPC4 inh
CC(=O)Nc1ccc(S(=O)(=O)Oc2ccc(C(=S)N3CCCCC3)cc2)cc1 | -2 | i | -16 | i | i | 24 | i | i | i | i | i
CCOC(=O)C1CCN(C(=O)c2cccc(NS(=O)(=O)c3ccc(F)c(F)c3)c2)CC1 | 2 | i | 2 | i | i | 3 | i | i | i | i | i
Cc1ccc(-c2cc(C(=O)Nc3cnn(C(C)C)c3)no2)cc1 | -7 | i | -3 | i | i | 1 | i | i | i | i | i
CCOC(=O)c1sc(NC(=O)C2CC(=O)N(c3ccccc3C)C2)nc1C (stereo unspecified) | 22 | i | -4 | i | i | -22 | i | i | i | i | i
CCn1c(=O)cc(SCC(=O)Nc2cccc(SC)c2)c2ccccc21 | 2 | i | -10 | i | i | -4 | i | i | i | i | i
CSc1nsc(SC)c1C(=O)OCC(F)(F)F | -4 | i | -3 | i | i | -27 | i | i | i | i | i
NC(=O)c1ccc(NC(=O)CS(=O)(=O)c2cn(CC(=O)N3CCCC3)c3ccccc23)cc1 | -8 | i | -8 | i | i | -2 | i | i | i | i | i
N#CCc1ccc(NC(=O)c2ccc(S(=O)(=O)N3CCCC3)cc2)cc1 | -2 | i | -2 | i | i | -3 | i | i | i | i | i
CCn1c(N)c(C(=O)NCCOC)sc1=S | -5 | i | -5 | i | i | 0 | i | i | i | i | i
CC(C)CN(Cc1cc2ccccc2[nH]c1=O)C(=O)c1cccnc1 | -2 | i | -12 | i | i | -1 | i | i | i | i | i
C=CCSc1nc2sc(C)c(C)c2c(=O)[nH]1 | 5 | i | -9 | i | i | 34 | i | i | i | i | i
O=S(=O)(c1ccccc1F)N1CCN(CCc2ccccc2)CC1 | 2 | i | -10 | i | i | 6 | i | i | i | i | i
Cc1ccc(/C=N\NC(=O)C2CN(S(=O)(=O)c3ccccc3)CCN2S(=O)(=O)c2ccccc2)cc1 (stereo unspecified) | 0 | i | -13 | i | i | 4 | i | i | i | i | i
O=C(Cc1cccs1)Nc1ccc(Cl)cc1 | -7 | i | -9 | i | i | -3 | i | i | i | i | i
Cc1ccc(-n2c(-c3ccc(Cl)cc3)n[nH]c2=S)cc1 | 10 | i | -7 | i | i | -4 | i | i | i | i | i
O=C(O)CN=C1NC2(CCCC2)Cc2ccccc21 | -10 | i | -2 | i | i | -8 | i | i | i | i | i
O=C(OCCN(C1=NS(=O)(=O)c2ccccc21)c1ccccc1Cl)c1ccc(Cl)cc1 | 17 | i | -10 | i | i | 0 | i | i | -8.1* | i | i
C(/C=C/c1ccco1)=N/N1CCN(c2ccccc2)CC1 | -2 | i | -6 | i | i | -2 | i | i | i | i | i
COc1cccc(NS(=O)(=O)c2ccc3c(c2)C2C=CCC2C(c2ccc(C(=O)O)cc2)N3)c1 (stereo unspecified) | 1 | i | -10 | i | i | -52 | i | i | i | i | i
CC1=C(C(=O)OCc2ccccc2)C(c2ccccc2OS(=O)(=O)c2ccccc2[N+](=O)[O-])NC(=O)N1CCCC(=O)O (stereo unspecified) | . | i | -13 | i | i | -4 | . | i | i | i | i
O=C(CS(=O)(=O)c1ccccc1)Nc1ccc(N2CCOCC2)cc1 | -5 | i | 1 | i | i | -21 | i | i | i | i | i
CN(C)CCNC(=O)c1sc2nc(-c3ccccc3)cc(C(F)(F)F)c2c1N | -5 | 83* | -26 | i | i | 0 | i | i | i | i | i
CCN(CC)CCNC(=O)c1ccc(NC(=O)c2cc(S(=O)(=O)N3CCCCC3)ccc2C)cc1 | . | i | -11 | i | i | 5 | i | i | i | i | i
Nc1cc(N)nc(SCc2nnnn2-c2ccc(Cl)cc2)n1 | -3 | i | -8 | i | i | 0 | i | i | i | i | i
COc1ccc(NC(=O)CN2CCC(C(=O)c3ccc(C)cc3)CC2)c(OC)c1 | 0 | i | -8 | i | i | 1 | i | i | i | i | i
CCOC(=O)C1CCCN(C(=S)Nc2ccc(C)cc2C)C1 (stereo unspecified) | -10 | i | -7 | i | i | 9 | i | i | i | i | i
CC1CCCN(C(=O)COC(=O)C2CCN(S(=O)(=O)c3ccc(Cl)c(C(F)(F)F)c3)CC2)C1 (stereo unspecified) | 3 | i | -12 | i | i | -1 | i | i | i | i | i
O=C(c1cc(S(=O)(=O)N2CCOCC2)ccc1F)N1CCCc2ccccc21 | 2 | i | -7 | i | i | 0 | i | i | i | i | i
Cc1ccc2c(C)c(C(=O)N(C)C(C)c3ccncn3)oc2c1C (stereo unspecified) | 11 | i | -10 | i | i | -15 | i | i | i | i | i
COc1ccc(/C=C2/S/C(=N/N=C3\CC4CCC3(C)C4(C)C)NC2=O)cc1 (stereo unspecified) | 4 | i | 20* | 23* | i | 1 | i | i | i | i | i
CC(=O)Nc1ccc(NC(=O)COc2ccc(S(=O)(=O)N3CCCC3)cc2)cc1 | 2 | i | -4 | i | i | 16 | i | i | i | i | i
COc1ccc(CNc2ncc(-c3ccccc3)n2C)c2ccccc12 | -4 | i | -16 | i | i | 9 | i | i | i | i | i
O=C(COC(=O)C1Cc2ccccc2CN1C(=O)c1ccccc1)Nc1ccc(SC(F)F)cc1 (stereo unspecified) | -3 | i | -5 | i | i | -9 | i | i | i | i | i
O=C(CSc1nnc(-c2ccncc2)n1C1CCCCC1)Nc1cccc(O)c1 | -4 | i | -11 | i | i | 5 | i | i | i | i | i
C[N+]1(C2CCC3CCCC2C3O)CCCC1 (stereo unspecified) | -3 | i | -6 | i | i | -7 | i | i | i | i | i
CC(=O)c1ccc(NC(=O)Nc2cccc3ccccc23)cc1 | -4 | i | -13 | i | i | . | i | . | i | i | i
CC(=O)Oc1ccc(-c2cccc(C(=O)O)c2)cc1 | 6 | i | -2 | i | i | 0 | i | i | i | i | i
CN(C)/C=C(/C(=O)c1ccc(Cl)cc1)n1cncn1 | 0 | i | -3 | i | i | 1 | i | i | i | i | i
CCOC(=O)c1c(NC(=O)c2c(C(=O)O)cccc2[N+](=O)[O-])sc2c1CCCC2 | -4 | i | -8 | i | i | 2 | i | i | i | i | i
Cc1cc2ncn(/N=C/c3ccc4c(c3)OCO4)c2cc1C | 6 | i | -9 | i | i | -8 | i | i | i | i | i
CC(=O)Nc1ccc(Br)c2ccccc12 | 23 | i | -11 | i | i | -2 | i | i | i | i | i
CCc1ccc(OCC(=O)NC(=S)Nc2ccc(S(=O)(=O)NC3CCCCC3)cc2)cc1 | -9 | i | -10 | i | i | -7 | i | i | i | i | i
CC(C)CCNC(=O)COc1ccc2c3c(c(=O)oc2c1)CCC3 | -6 | i | -11 | i | i | -3 | i | i | i | i | i
CCOc1ccc(NC(=O)CN(C)C(=O)CC2OC(=O)c3ccccc32)cc1OCC (stereo unspecified) | 3 | i | -16 | i | i | -2 | i | i | i | i | i
CC(C)N1CCc2c(sc(NC(=O)CCS(=O)(=O)c3ccccc3)c2C#N)C1 | -3 | i | -8 | i | i | -28 | i | i | i | i | i

Entries of single compounds, looked up by structure:
O=C(COC(=O)C1Cc2ccccc2CN1C(=O)c1ccccc1)Nc1ccc(SC(F)F)cc1 (stereo unspecified) as listed: DYRK1A inh: -3; TRPC4 act: i; hERG rescue: -5; KCNQ1 act: i; TRPC4 PAM: i; Platelet DG rel: -9; KCNK3 block: i; PolyA inhibitor: i; KCNK9 inh: i; KCNQ1 inh: i; TRPC4 inh: i
Cc1cc2ncn(/N=C/c3ccc4c(c3)OCO4)c2cc1C as listed: DYRK1A inh: 6; TRPC4 act: i; hERG rescue: -9; KCNQ1 act: i; TRPC4 PAM: i; Platelet DG rel: -8; KCNK3 block: i; PolyA inhibitor: i; KCNK9 inh: i; KCNQ1 inh: i; TRPC4 inh: i
CC(=O)Oc1ccc(-c2cccc(C(=O)O)c2)cc1 as listed: DYRK1A inh: 6; TRPC4 act: i; hERG rescue: -2; KCNQ1 act: i; TRPC4 PAM: i; Platelet DG rel: 0; KCNK3 block: i; PolyA inhibitor: i; KCNK9 inh: i; KCNQ1 inh: i; TRPC4 inh: i

Just KCNQ1 inh, hERG rescue and TRPC4 act, for 2 of the compounds above:
mol	KCNQ1 inh	hERG rescue	TRPC4 act
COc1ccc(CNc2ncc(-c3ccccc3)n2C)c2ccccc12	i	-16	i
O=C(COC(=O)C1Cc2ccccc2CN1C(=O)c1ccccc1)Nc1ccc(SC(F)F)cc1 (stereo unspecified)	i	-5	i

(next part)
SMILES | DYRK1A inh | TRPC4 act | hERG rescue | KCNQ1 act | TRPC4 PAM | Platelet DG rel | KCNK3 block | PolyA inhibitor | KCNK9 inh | KCNQ1 inh | TRPC4 inh
CCCCC(=O)Nc1cccc(-c2nnc(-c3ccccc3)o2)c1 | -1 | i | -25 | i | i | -2 | i | i | -6.7* | i | i
CCN1CCc2nc(NC(=O)c3ccc(S(=O)(=O)N(C)C)cc3)sc2C1 | 1 | i | -8 | i | i | 0 | i | i | i | i | i
COc1ccc(NS(=O)(=O)c2ccc3c(c2)OCCO3)cc1OC | -5 | i | -8 | i | i | -10 | i | i | i | i | i
CCC(Sc1ccc2nnc(-c3cccnc3)n2n1)C(=O)O (stereo unspecified) | 5 | i | -6 | i | i | 7 | i | i | i | i | i
CN(Cc1cccs1)C(=O)Cn1cnc2ccccc2c1=O | -4 | i | -21 | i | i | 0 | i | i | i | i | i
CCc1cccc(C)c1NC(=O)COC(=O)Cc1ccsc1 | 0 | i | -6 | i | i | -4 | i | i | i | i | i
O=C1CCN(Cc2ccccc2)CCN1CCSc1ccccc1 | -5 | i | -4 | i | i | 2 | i | i | i | i | i
O=C(COC(=O)c1ccc2[nH]c3c(c2c1)CCCC3)Nc1ccc(Cl)cc1Cl | 2 | i | -6 | i | i | -4 | i | i | i | i | i
COC(=O)Cc1cc(=O)[nH]c(/N=C(\N)Nc2ccccc2)n1 | -35 | i | -2 | i | i | 0 | i | i | i | i | i
COCC1CCN(C(=O)c2cc(COc3ccccc3SC)on2)C1 (stereo unspecified) | 8 | i | -9 | i | i | 6 | i | i | i | i | i
CN(C)C(CNc1ncnc2sccc12)c1ccccc1 (stereo unspecified) | 1 | 75* | -8 | i | i | -7 | i | i | i | i | i
O=CN1CCN(C(=O)COc2ccc(Cl)cc2Br)CC1 | -5 | i | -11 | i | i | -14 | i | i | i | i | i
COCCN(C(=O)CSc1nnc(-c2ccccc2F)n1N)c1c(N)n(Cc2ccccc2)c(=O)[nH]c1=O | 2 | i | -7 | i | i | -15 | i | i | i | i | i
Oc1sc(C=Nc2ccccc2)c2ccccc12 | 22 | i | -11 | i | i | -1 | i | i | i | i | i

This is a subset (hit frequency here may not be typical).
